Arrestin-AP2 inh: inhibitors of human beta-arrestin and AP2 interaction; FITC-arrestin peptide / GST-AP2 beads, flow cytometry; AP2 beta2 appendage carries R879A mutation; 340,000 compounds, 0.31% hits; inhibition, % at 10 µM;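 active = inhibition above a set limit, near 3 SD of compounds lacking own fluorescence, cut at about 54% in these data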;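 also: plate controls were DMSO wells for no effect and 5 µM unlabelled arrestin peptide for full effect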
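Measured by: flow cytometry, FL1 (488/535 nm); Material: AP2 appendage R879A on GSH beads; Evaluation: percent response; Timing: pre-incubation 12 min, peptide binding 1 h, room temperature; Also added: 50 nM FITC-arrestin peptide; Medium: PBS with 0.05% Tween 20 and 0.1% BSA.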
C-LANA FP: blocks KSHV LANA C-terminal domain binding to DNA | MBP-C-LANA/FAM-LBS DNA binding, fluorescence polarization | inhibition, % at 9 µM | 340,000 compounds, 0.078% hits;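 active = highest replicate inhibition at or above 60% at 9 µM, even if other replicates fall short; inactive = all replicates below 60% inhibition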;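 also: 0% = neutral control wells and 100% = 4 µM acridine orange control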
OPRM1-OPRD1 inv: inverse agonists of human mu-delta opioid receptor heterodimerization | cell-based MOR-DOR heterodimer luminescence, inverse agonism | inhibition, % at 9.3 µM | 340,000 compounds, 0.21% hits | AID 504357; in the data active = inhibition above about 22%, passing the limit was not always enough;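 also: 0% = cells with DMSO and 100% = wells without cells with DMSO; values of inactives mirror those of a sister screen read the other way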
Target sequence (P35372 whole entry, looked up): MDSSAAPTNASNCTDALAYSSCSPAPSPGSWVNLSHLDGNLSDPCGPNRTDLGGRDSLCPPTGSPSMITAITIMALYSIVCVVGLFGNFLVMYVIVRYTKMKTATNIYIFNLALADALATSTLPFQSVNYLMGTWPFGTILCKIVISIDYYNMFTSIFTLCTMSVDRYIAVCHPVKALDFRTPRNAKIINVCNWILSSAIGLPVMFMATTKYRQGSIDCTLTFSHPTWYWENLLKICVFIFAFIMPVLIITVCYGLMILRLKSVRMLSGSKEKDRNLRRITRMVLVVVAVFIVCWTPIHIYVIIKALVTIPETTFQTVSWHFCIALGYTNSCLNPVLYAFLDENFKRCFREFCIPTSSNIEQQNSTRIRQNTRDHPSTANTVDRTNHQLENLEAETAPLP
Target sequence (P41143 whole entry, looked up): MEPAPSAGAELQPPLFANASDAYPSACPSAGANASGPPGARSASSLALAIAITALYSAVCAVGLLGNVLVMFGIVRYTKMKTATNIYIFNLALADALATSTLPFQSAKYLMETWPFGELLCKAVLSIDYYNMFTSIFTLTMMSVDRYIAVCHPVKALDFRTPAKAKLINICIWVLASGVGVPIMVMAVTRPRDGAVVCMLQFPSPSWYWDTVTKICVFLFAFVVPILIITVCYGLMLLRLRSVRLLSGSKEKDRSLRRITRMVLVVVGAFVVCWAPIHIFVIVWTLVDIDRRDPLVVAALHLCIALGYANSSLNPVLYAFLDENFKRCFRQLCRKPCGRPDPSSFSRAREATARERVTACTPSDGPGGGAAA
cardiac RTF act: increases calcium sensitivity of human cardiac regulated thin filaments; P19429+P45379; IANBD-labeled TnC RTF fluorescence at EC20 calcium; 0% EC20 calcium, 100% full calcium; activation, % at 7.2 µM; 340,000 compounds, 0.24% hits;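 active = activation above the mean over all tested compounds plus 3 SD, cut at about 30% in these data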;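 also: rise in fluorescence read as greater calcium sensitivity of cardiac thin filaments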
Wnt act: activators of Wnt/beta-catenin signaling. 300,000 compounds, 1.2% hits. Wnt/beta-catenin reporter cell assay, activator, plate reader. activation, % at 9.35 µM; in the data active = activation above about 30%, passing the limit was not always enough;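 also: 0% = neutral control wells and 100% = positive control wells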
Pemphigus Ab inh: blocks pemphigus antibody binding to human desmoglein-3. binding (percent of control), % at 10 µM. 310,000 compounds, 0.48% hits. AID 588358. P32926. DSG3-coupled beads, scFv-anti-DSG3-GFP binding, flow cytometry; hits give low values;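 active = binding more than 3 SD below its plate's average and above zero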;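 also: hits lower antibody fragment binding to DSG3; some compounds called inactive have numbers as strong as hits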
MOR-DOR ag: agonists of human mu-delta opioid receptor heterodimerization; P35372+P41143; cells, OPRM1-OPRD1 heterodimerization, luminescence; activation, % at 9.3 µM; 340,000 compounds, 0.3% hits; in the data active = activation above about 18%;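 also: 0% = vehicle-treated cells and 100% = reference agonist; values of inactives mirror those of a sister screen read the other way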
V-ATPase pHluor: yeast V-ATPase proton transport regulation by pHLuorin | AID 504577 | response, % at 10 µM | 350,000 compounds, 0.37% hits | S. cerevisiae, pHLuorin cytosolic pH fluorescence; in the data active = response mostly above about 7.3%, no sharp cut-off; inactive = mostly below about 5.4%; also: actives read high; inactives centre near 0; some compounds called inactive have numbers as strong as hits; reference of the scale not given here
Keap1 Nrf2 FP: inhibitors of human Keap1-Nrf2 protein-protein interaction | Q14145 | inhibition, % at 9.4 µM | 340,000 compounds, 0.15% hits | Keap1 Kelch-Nrf2 peptide fluorescence polarization, 1536-well; in the data active = inhibition above about 12%;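 also: human Keap1 Kelch domain with fluorescein labeled Nrf2 9mer peptide probe; 0% = neutral control wells and 100% = peptide positive control; higher means more block of Keap1 binding to Nrf2 peptide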
RTF Ca sens inh: cardiac RTF calcium desensitization; IANBD-labeled cardiac RTF, Ca2+ fluorescence; inhibition, % at 7.15 µM; 340,000 compounds, 0.12% hits; AID 493244;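 active = inhibition above the mean inhibition of all tested compounds plus 3 SD, cut at about 17% in these data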;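 also: assay run at fixed EC70 calcium of 1.6 mM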
An asterisk follows results filed as active; . = not tested or not shown. The order is random (roughly 3.1% active in at least one column).

no. | SMILES | Arrestin-AP2 inh | C-LANA FP | OPRM1-OPRD1 inv | cardiac RTF act | Wnt act | Pemphigus Ab inh | MOR-DOR ag | V-ATPase pHluor | Keap1 Nrf2 FP | RTF Ca sens inh
1 | C=CCNC(=S)/C(=C(/[O-])c1ccc([N+](=O)[O-])cc1)[n+]1ccccc1 | 30.6 | 1.3 | -2.3 | 1.6 | -4.7 | 98.5 | 0.4 | -3.2 | 1.6 | -25.5
2 | CN(C)/C=C/C(=O)c1ccc(-n2cccc2)cc1 | 9.5 | 0.4 | 6.6 | 2.7 | 53.7* | 93.3 | -1.3 | 1.0 | -6.6 | -0.5
3 | Cc1ccccc1NC(=O)CC1C(=O)Nc2ccccc2N1CC(=O)N(C)C1CCS(=O)(=O)C1 (centres undefined) | -11.7 | -1.7 | 7.5 | -4.6 | -2.5 | 92.5 | -1.8 | -3.5 | -1.4 | -0.9
4 | CCOC(=O)c1csc(NC(=O)CN2CCN(C)CC2)n1 | -16.9 | 1.2 | 4.0 | -0.3 | 21.8 | 104.4 | -0.9 | 0.4 | -0.4 | -5.8
5 | O=C(/C=C1\NC2(CCCC2)Cc2ccccc21)C(=O)N/N=C/c1ccccc1O | -7.6 | -2.9 | -10.1 | -2.6 | -2.8 | 105.1 | 1.9 | 6.5 | -4.9 | -2.4
6 | Cc1ccc(C)c(CN2C(=O)C(C)Oc3ccc(C)cc32)c1 (centres undefined) | 2.0 | -0.1 | -26.3 | 1.5 | . | 102.9 | 4.8 | -2.2 | 1.9 | -3.9
7 | Cc1cc(C)cc(NC(=O)CN(C)S(=O)(=O)c2cnc[nH]2)c1 | -7.5 | -1.0 | 13.2 | -3.9 | . | 106.1 | -2.5 | 0.7 | -0.9 | 0.1
8 | O=C(CCc1nc2ccccc2s1)N1CCN(S(=O)(=O)c2cccs2)CC1 | -0.5 | -1.9 | 10.6 | 12.5 | 0.6 | 100.6 | -1.8 | 3.9 | -3.3 | -4.0
9 | CC(=O)N1CCN(c2ccccc2NC(=O)COc2ccc(Br)cc2)CC1 | 2.1 | 0.2 | -7.5 | 7.6 | . | 99.1 | 1.3 | 6.1 | -4.1 | 0.9
10 | CC#CCNCc1ccccc1 | 1.6 | -2.3 | 5.8 | -1.0 | . | 109.0 | -1.1 | 1.0 | 1.7 | -11.8
11 | COc1ccc(C(CNC(=O)Cn2[nH]c(=O)c3ccccc3c2=O)N2CCCC2)cc1 (centres undefined) | 15.0 | -1.7 | 15.2 | -7.5 | -1.8 | . | -2.5 | -0.2 | -3.0 | 6.4
12 | O=S(=O)(c1ccc(Cl)cc1)N1c2ccccc2Oc2nc3ccccc3nc21 | -5.9 | 0.7 | 9.2 | -0.8 | . | 96.0 | -1.6 | 0.1 | -4.6 | -1.8
13 | Cc1cc(C)c(NC(=O)CSc2nc3ccccc3c(=O)n2CCCN2CCOCC2)c(C)c1 | 25.1 | 0.9 | 16.5 | 2.3 | 3.3 | 105.7 | -3.8 | 1.1 | 1.6 | 4.9
14 | CN(C)C(=O)CCc1ccc2c3c([nH]c2c1)[C@]1(CCC2CCCC2)[C@@H](C(=O)N2CCOCC2)C[C@H](CC(=O)NC(C)(C)C)C(=O)N1CC3 | 3.4 | -0.6 | 14.7 | -3.0 | -1.1 | 98.7 | -3.0 | -0.5 | 2.1 | 4.4
15 | CCN(CC(N)=O)S(=O)(=O)c1ccc(Br)cc1 | 20.9 | -0.3 | 9.8 | 3.1 | 0.2 | 111.5 | -1.7 | 0.8 | 0.7 | -1.6
16 | O=C(NNC1CC(c2ccccc2)=NN1C(=O)c1ccccc1)c1ccccc1 (centres undefined) | -3.2 | 2.7 | 8.0 | 8.4 | -1.3 | 103.6 | -1.7 | -3.3 | -3.8 | 0.9
17 | C=CCNc1nc2ccccc2nc1NS(=O)(=O)c1ccc(F)cc1 | -7.6 | 1.1 | 8.2 | 0.1 | 0.7 | 100.4 | -1.6 | -0.7 | 2.4 | -2.0
18 | Cc1nn(Cc2c(Cl)cccc2Cl)c(C)c1NC(=O)CCCn1nc(C)c([N+](=O)[O-])c1C | 8.2 | -0.1 | 8.7 | 4.4 | -4.0 | 129.4 | -1.6 | 1.4 | -2.0 | -9.7
19 | COCCCN(CC(=O)NCc1ccccc1)S(=O)(=O)c1ccc(C)cc1 | 31.9 | -0.7 | 11.7 | -1.8 | -1.1 | 93.2 | -2.6 | -1.5 | -0.8 | -2.8
20 | Cc1nc2c(C#N)c[nH]n2c(=O)c1CCO | -7.6 | -1.3 | 9.5 | -1.6 | 0.0 | 99.8 | -1.8 | -0.9 | -2.5 | -11.2
21 | Cc1ccc(-n2c(SCC(=O)N/N=C/c3ccccc3C(=O)O)nnc2-c2ccccc2)cc1 | -3.3 | -1.7 | -3.3 | -1.7 | -0.6 | 102.0 | 0.6 | 1.4 | -1.6 | 6.4
22 | COc1ccc(NC(=O)C(NC(C)=O)C(=O)NCc2ccc(F)cc2)cc1 (centres undefined) | 24.1 | 2.7 | 17.0 | -0.8 | 0.0 | 103.9 | -3.7 | 1.2 | 0.6 | 4.0
23 | CS(=O)(=O)c1ccc(NCCc2ccccn2)c([N+](=O)[O-])c1 | -0.1 | -0.8 | -5.9 | 3.5 | 2.0 | 126.4 | 0.7 | 0.1 | 3.1 | -13.5
24 | Cc1ccc(NC(=O)CN(C)C(=O)CSc2nnc(NC(C)C)s2)cc1 | 10.6 | 1.3 | 18.3 | 5.3 | -2.1 | 87.8 | -3.5 | 4.5 | -7.1 | -7.5
25 | Cc1cc(C)c(NC(=O)Cn2nnc(C(=O)NCc3ccco3)c2N)c(C)c1 | 5.4 | 0.6 | 1.9 | -1.1 | -3.5 | 102.3 | -0.4 | -0.1 | -1.8 | -0.9
26 | CN=C(Nc1ccccc1)SC1CC(=O)N(c2ccc(C(=O)OC)cc2)C1=O (centres undefined) | -1.1 | -0.2 | -81.5 | 4.4 | . | 101.7 | 14.0 | -2.9 | -1.1 | -6.7
27 | CNc1nc(N)c([N+](=O)[O-])c(Nc2cccc(Cl)c2)n1 | -1.2 | . | . | . | 5.2 | 106.7 | . | 2.1 | . | .
28 | COc1ccc(CCNC(=O)c2cnccn2)cc1 | -0.5 | 1.6 | 11.7 | 6.2 | 4.7 | 110.8 | -2.0 | -3.2 | -4.7 | -6.8
29 | N#CCC(=O)Nc1ccccc1C(=O)O | 3.1 | 0.0 | 9.8 | 4.6 | . | 97.3 | -1.6 | 6.5 | -7.3 | -1.3
30 | CC1(C)CC(=O)C(c2c[nH]c3ccccc23)C(=O)C1 | 11.0 | 0.0 | 4.9 | 7.1 | 7.5 | 100.9 | -0.9 | 4.1 | -4.6 | 1.5
31 | COc1ccc(OC)c(C2=NOC(C(=O)NCCN3CCOCC3)C2)c1 (centres undefined) | 37.2 | -1.8 | 9.9 | 6.4 | . | . | -1.8 | -1.6 | 0.9 | -6.2
32 | O/N=C(/CCc1ccccc1)c1ccc2c(c1)OCCO2 | 10.2 | 0.6 | -0.3 | 0.0 | 8.7 | 106.1 | 0.1 | 4.6 | -3.2 | 4.6
33 | COc1cccc(COc2nc3c(c(=O)n(C)c(=O)n3C)n2C)c1 | -10.5 | -1.7 | 8.1 | 7.5 | -7.9 | 73.2 | -1.4 | 0.8 | -0.7 | -0.7
34 | CC(OC1=CC(=O)CCC1)C(=O)c1ccccc1 (centres undefined) | 13.4 | 0.4 | -0.2 | 3.1 | -1.6 | 105.2 | 0.0 | 1.8 | -4.0 | -7.6
35 | CCN(CC)CCCNCC(=O)Nc1ccc2c(c1)CCC2 | 3.6 | 0.8 | 3.6 | 4.0 | -2.4 | 97.7 | -0.7 | -2.8 | 0.9 | -4.0
36 | CC(C)SC1=NC(C)(C)C=C(/C=C/c2ccc(Cl)cc2Cl)N1 | 19.9 | 0.4 | 18.7 | 0.4 | . | 108.9 | -3.7 | -2.9 | 0.4 | 6.0
37 | CCCCCN1N=C(C)CC1=O | -6.8 | -0.7 | 22.5 | -7.1 | 0.2 | 96.3 | -4.3 | 1.4 | -0.2 | -0.2
38 | Nc1ccc(Sc2ccccc2Cl)nc1 | 2.8 | -0.2 | 12.5 | -5.8 | 0.2 | . | -2.5 | -3.2 | -4.9 | -2.0
39 | O=C(Nc1ccccc1)c1nnsc1S(=O)c1ccc(Cl)cc1 (centres undefined) | -1.7 | 2.0 | 21.5 | -3.4 | -2.6 | . | -4.7 | 15.0 | -21.9 | -3.5
40 | ClC1(Cl)CC1CSc1ncn[nH]1 (centres undefined) | -21.9 | -11.7 | 8.4 | 2.2 | 1.3 | 89.0 | -1.8 | -2.7 | 3.3 | -21.9
41 | C#CCOCCOCCOCCNc1nc(N2CCN(C(=O)[C@H]([C@@H](C)CC)n3cc([C@@H](N)CO)nn3)CC2)nc(N2CCN(C(=O)[C@H](CCCCN)n3cc([C@@H](N)CO)nn3)CC2)n1 | -2.6 | 1.9 | -4.1 | -1.2 | 15.3 | 101.0 | 0.7 | 1.5 | 6.1 | 3.1
42 | O=C1N(Cc2ccccc2F)c2ccccc2C12OCCCO2 | 2.9 | -0.7 | 12.7 | -8.6 | -5.4 | 99.7 | -2.3 | 1.6 | -1.3 | -0.5
43 | CCOC(=O)/C(C#N)=C1/SC(CC)C(=O)N1c1ccc(C)cc1 (centres undefined) | -3.4 | 0.3 | 8.5 | -5.7 | . | . | -2.0 | 1.9 | 0.2 | -2.2
44 | CCCCN1C[C@H](O)[C@@H](O)[C@H](O)[C@H]1CO | 19.6 | 3.3 | 6.3 | -1.1 | -1.3 | 116.8 | -1.1 | 3.5 | 0.6 | -3.0
45 | CN(Cc1ccccc1)C(=O)COC(=O)c1cc(S(=O)(=O)N(C)C)ccc1N1CCCC1 | 31.8 | -0.9 | 16.1 | -0.3 | -2.6 | 119.0 | -3.1 | -2.1 | -0.9 | -22.9
46 | O=C(Nc1ccccc1Cl)c1c(F)c(F)c(F)c(F)c1F | 8.4 | 0.4 | -30.6 | -0.3 | -11.3 | 106.9 | 5.9 | -0.7 | -2.2 | -8.2
47 | COC(=O)C1CCN(C(=O)Cn2nnc(-c3cccc(F)c3)n2)CC1 | 1.2 | -0.8 | 8.6 | -4.5 | -1.1 | 94.3 | -1.7 | 1.5 | -2.2 | -11.9
48 | CC(=O)N1CCc2cc(S(=O)(=O)CCC(=O)N3CCC(C)CC3)ccc21 | -4.8 | 0.5 | 8.2 | 0.4 | -1.1 | 81.5 | -1.6 | 0.1 | -2.3 | -1.2

Whole records as entered above.
Shown for CN(Cc1ccccc1)C(=O)COC(=O)c1cc(S(=O)(=O)N(C)C)ccc1N1CCCC1 → Arrestin-AP2 inh: 31.8; C-LANA FP: -0.9; OPRM1-OPRD1 inv: 16.1; cardiac RTF act: -0.3; Wnt act: -2.6; Pemphigus Ab inh: 119.0; MOR-DOR ag: -3.1; V-ATPase pHluor: -2.1; Keap1 Nrf2 FP: -0.9; RTF Ca sens inh: -22.9
Shown for CCCCN1C[C@H](O)[C@@H](O)[C@H](O)[C@H]1CO → Arrestin-AP2 inh: 19.6; C-LANA FP: 3.3; OPRM1-OPRD1 inv: 6.3; cardiac RTF act: -1.1; Wnt act: -1.3; Pemphigus Ab inh: 116.8; MOR-DOR ag: -1.1; V-ATPase pHluor: 3.5; Keap1 Nrf2 FP: 0.6; RTF Ca sens inh: -3.0
